# From PubChem
# AmpC inh detg: qHTS Inhibitors of AmpC Beta-Lactamase (assay with detergent) | P00811 | AmpC hydrolysis of nitrocefin, absorbance 480 nm, 0.01% Triton | Potency, µM (highest dose often 114 µM), inactives show at the top dose activity change, negative = inhibition, hits mostly inhibitors | 370,000 compounds, 0.041% hits;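 note: potency is the fitted concentration of half-maximal effect; 0% = no-compound wells and -100% = no-enzyme wells; nearly all actives have a fitted effect of over 25% in size; some results filed as inactive show a strong effect at the top dose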
# Target sequence (P00811 whole entry, looked up): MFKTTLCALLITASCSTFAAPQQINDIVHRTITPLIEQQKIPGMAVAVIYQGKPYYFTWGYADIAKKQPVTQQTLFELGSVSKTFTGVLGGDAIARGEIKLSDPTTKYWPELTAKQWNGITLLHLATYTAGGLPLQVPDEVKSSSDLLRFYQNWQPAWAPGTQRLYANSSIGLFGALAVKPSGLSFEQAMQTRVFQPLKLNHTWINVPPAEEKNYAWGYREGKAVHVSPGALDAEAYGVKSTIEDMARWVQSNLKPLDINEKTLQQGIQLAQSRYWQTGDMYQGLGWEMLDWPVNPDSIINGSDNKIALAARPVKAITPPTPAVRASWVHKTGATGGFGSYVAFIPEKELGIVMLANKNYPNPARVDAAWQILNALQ
#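 20 mM phosphate pH 7.0 + 0.01% (detergent screen) or 0.0001% Triton X-100; 5.3 nM AmpC reagent; cpd preinc 15 min RT; nitrocefin (800 uM stock) to start; A480 q20 s × 4 min; Activity was normalised to no-enzyme and no-compound control wells.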
# AmpC no deterg: qHTS Inhibitors of AmpC Beta-Lactamase (assay without detergent) | P00811 | AmpC nitrocefin hydrolysis, absorbance 480 nm, 0.0001% Triton | Potency, µM (series often up to 57.1 µM), for inactives: top-dose activity change, negative = inhibition, most hits filed as inhibitors | 330,000 compounds, 0.52% hits | AID 485341, 2010;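 note: potency is the fitted concentration of half-maximal effect; plate controls were no compound for no effect and no enzyme for full effect; nearly all actives have a fitted effect of over 20% in size; some results filed as inactive show a strong effect at the top dose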
#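 AmpC (5.3 nM in the dispensed reagent) in 20 mM phosphate pH 7.0 with 0.01% (detergent screen) or 0.0001% Triton X-100 was preincubated with compounds for 15 min at room temperature. Nitrocefin was then added from an 800 uM solution, and hydrolysis was followed at 480 nm.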
# LmPK inh: qHTS Assay for Inhibitors of Leishmania Mexicana Pyruvate Kinase (LmPK). Q27686. purified LmPK, Kinase-Glo ATP luminescence, 1 h. Potency, µM (top dose mostly 57.5 µM), for the others: at the highest dose activity change, negative = inhibition, actives largely listed as inhibitors. 290,000 compounds, 0.37% hits; note: potency is the fitted concentration of half-maximal effect
# Target sequence (Q27686 whole entry, looked up): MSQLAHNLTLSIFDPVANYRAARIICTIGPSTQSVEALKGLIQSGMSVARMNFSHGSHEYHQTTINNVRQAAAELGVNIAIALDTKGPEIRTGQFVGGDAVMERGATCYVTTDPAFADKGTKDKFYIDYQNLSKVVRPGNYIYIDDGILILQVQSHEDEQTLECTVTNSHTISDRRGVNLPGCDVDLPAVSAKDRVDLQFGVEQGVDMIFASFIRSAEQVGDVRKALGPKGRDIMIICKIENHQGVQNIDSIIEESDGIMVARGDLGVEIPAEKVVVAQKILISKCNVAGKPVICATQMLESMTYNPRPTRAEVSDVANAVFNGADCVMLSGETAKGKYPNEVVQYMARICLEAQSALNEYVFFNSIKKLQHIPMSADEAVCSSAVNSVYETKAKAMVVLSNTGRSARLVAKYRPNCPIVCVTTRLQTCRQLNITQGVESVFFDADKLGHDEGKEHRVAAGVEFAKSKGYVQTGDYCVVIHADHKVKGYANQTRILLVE
#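 In 50 mM imidazole pH 7.2 with 7 mM MgCl2, LmPK (0.1 nM) turned over PEP (0.5 mM) and ADP (0.1 mM) for 1 h at room temperature. Luciferase read-out of ATP.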
# AMA1-RON2 inh: qHTS for Inhibitors of AMA1-RON; Towards Development of Antimalarial Drug Lead: Primary Screen. Plasmodium falciparum AMA1 (3D7) - RON2 peptide interaction. AlphaScreen AMA1-biotinylated RON2 peptide binding. Potency, µM (series often up to 58.2 µM), for inactives: at the top dose activity change, negative = inhibition, actives largely listed as inhibitors. 360,000 compounds, 0.2% hits. AID 720542, 2013;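 note: potency is the fitted concentration of half-maximal effect; 0% = vehicle wells and -100% = peptide control; nearly all actives have a fitted effect of over 45% in size; some results filed as inactive show a strong effect at the top dose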
#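 AMA1 (3D7) with his tag at 25 nM final met compounds first, then biotinylated RON2 peptide at 25 nM; detection used donor plus acceptor beads, 10 µg/mL apiece, read by AlphaScreen after 30 min at room temperature.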
# HCMV antiviral: qHTS Assay for inhibitors of the human cytomegalovirus (HCMV) | HFF cells, HCMV-luciferase reporter, 72 h; active compounds read low | activity change, negative = inhibition, % at 57.5 µM | 410,000 compounds, 4.5% hits | AID 1259415, 2018; in the data active = activity change below about -60%; inconclusive = no clear call, values can overlap the other calls; inactive = above about -39%
#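 After 16 h attachment at 37C, HFF cells received test compound and HCMV-luciferase (1 PFU/cell); reporter luminescence read 72 h later, data normalized against buffer-only and known inhibitor Salinomycin.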
# Sm TGR inh: qHTS Assay for the Inhibitors of Schistosoma Mansoni Peroxiredoxins; purified TGR, DTNB reduction, TNB absorbance 405 nm; Potency, µM (top dose mostly 114 µM), inactives show at the highest dose activity change, negative = inhibition, actives largely listed as inhibitors; 360,000 compounds, 3% hits; note: potency is the fitted concentration of half-maximal effect; nearly all actives have a fitted effect of over 60% in size
#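 TGR 20 nM + NADPH 100 uM (dispensed conc.), cpd preinc 15 min RT; start with NADPH (500 uM addition) then DTNB (15 mM addition). Kinetic TNB absorbance, 405 nm filter. Four-parameter Hill fit across titration.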
# Tb PYK inh: qHTS of Trypanosoma Brucei Inhibitors | 410,000 compounds, 0.12% hits | Potency, µM (titrated, usually from 76.8 µM), for inactives: top-dose activity, negative = inhibition, actives largely listed as inhibitors | TbPYK enzyme, Kinase-Glo Plus ATP luminescence, 45 min | AID 624173, 2012 | pyruvate kinase (Trypanosoma brucei), Q57TT1; note: potency is the fitted concentration of half-maximal effect; nearly all actives have a fitted effect of over 50% in size
#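 Screened from lowest to highest concentration, compounds were pinned into TbPYK/substrate mixtures, and ADP (130 uM final) was added. Plates sat at room temperature for 45 min prior to Kinase-Glo Plus detection by luminescence.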
# Numbers without * were called inactive; ? = inconclusive; / = no result given; & = joins results of further samples; ! = a repeat was not active; [ ] = another dose, or the depositor's remark. Unless noted, calls come from the whole dose curve; as a rule, active = well fitted curve in the direction sought with a large enough effect; inconclusive = small, poorly fitted or top-dose-only effect, or another doubt; inactive = no such curve, though single readings can be large; an effect the other way counts as inactive or inconclusive. Unless noted, % is set by controls: 0 for no effect and ±100 for the full control effect.
SMILES,AmpC inh detg,AmpC no deterg,LmPK inh,AMA1-RON2 inh,HCMV antiviral,Sm TGR inh,Tb PYK inh
CCOCCCNC1=C(Cl)C(=O)c2ccccc2C1=O,-3%,-6%,?,?,-26,1.8µM*,?
COc1ccc2nc(SCC(=O)NC(C)C)[nH]c2c1,1%,-8%,1%,-5%,83,/,-5%
O=C(O)c1cc(S(=O)(=O)N2CCN(S(=O)(=O)c3ccccc3)CC2)ccc1Cl,?,-2%,-4%,0%,-17,-4%,-7%
COc1ccc(N/C(=N/c2nc(C)cc(C)n2)NC(=O)c2ccccc2)cc1,-13%,-4%,2%,-3%,1,7%,-2%
Cc1cc(=O)oc2cc(O)cc(OCc3ccccc3)c12,/,/,/,-8%,-27,/,-17%
CC(C)COc1cccc(-c2cc(C(=O)Nc3ccon3)c3ccccc3n2)c1,-5%,-56%,-1%,-10%,7,-2%,-6%
COc1cccc(NC(=O)Nc2ccc3nc(N4CCN(C)CC4)cc(C)c3c2)c1,7%,/,/,/,-101*,-1%,-10%
CCc1n(CC(O)COCC2CC=CCC2)c2ccccc2[n+]1C (stereo not given),-3%,0%,8%,-5%,-2,-11%,-7%
Cc1c(C(=O)c2ccc(Cl)cc2[N+](=O)[O-])c2ccccn2c1CCC#N,5%,-25%,3%,-1%[2.32 µM],-24,7%,-11%
Cc1cc(Cl)ccc1-c1nc(NC(C)C)nc2ccsc12,/,/,/,62%[activator],-14,/,-12%
O=P(O)(CP(=O)(c1ccccc1)c1ccccc1)c1ccccc1,-4%,-26%,0%,10%,-3,0%,-16%
COc1cc(OC)c(NC(=O)c2ccc3c(Cl)c4c(nc3c2)CCCC4)cc1Cl,0%,/,/,/,8,5%,-3%
CN(Cc1cccs1)C(=O)c1ccc(Cl)c(S(=O)(=O)N2CCCCCC2)c1,/,-7%,/,-6%,?,/,-4%
COC(=O)c1cc(S(=O)(=O)n2nc(C)cc2C)c(Cl)cc1Cl,-11%,-21%,-1%,-4%,/,-1%,-10%
Cc1ccc(Nc2nc(-c3ccc(O)cc3O)cs2)nc1,0%,-42%,0%,47%[activator],-12,-17%,-7%
OC1/C(=C/c2ccccc2F)N2CCC1CC2 (stereo not given),-7%,7%[2.29 µM],1%,3%,-35,5%,-3%
COc1ccc(-c2cnc(C(N)=O)c(=O)[nH]2)cc1,/,/,/,16%,4,/,-6%
COCCCn1c(=S)[nH]c2c(sc3ccccc32)c1=O,-8%,-32%,5%,77%[activator],-22,?,-29%
C=CCNC(=O)NC(=O)COC(=O)/C(C#N)=C/c1cc(C)n(CC(C)C)c1C,?,-4%,5%,-9%,-23,0%,1%
Cc1ccc(C(NC(=O)CN2C(=O)NC3(CCCC3)C2=O)c2ccccc2)cc1 (stereo not given),-9%,0%,/,-3%,-14,-9%,0%
Oc1[nH]c2ccccc2c1N=Nc1ccc(C(F)(F)F)cn1,5%,-12%,7%,-4%,32,-24%,1%
CCOc1cccc(CN2CCCC(N3CCc4cc(OC)c(OC)cc4C3)C2)c1O (stereo not given),-8%,49%,7%,54%[activator],12,-10%,-15%
COc1ccccc1/C=C/C(=O)OCC(=O)NC1CC1,-10%,-9%,/,10%,?,0%,-5%
CN1CCN(C(c2cccs2)c2nnnn2Cc2ccc(F)cc2)CC1 (stereo not given),1%,-7%,4%,2%,3,5%,-12%
Cc1[nH]c2ccccc2c1C(=O)COC(=O)c1c(-c2ccccc2)noc1C,?,-9%,6%,-9%,-67*,-7%,0%
CC(=O)c1cccc(NC(=O)CCCN(C)S(=O)(=O)c2ccc(F)cc2)c1,1%,9%,-3%,3%,-32,26%,-3%
Cc1nn(CC(=O)NC2(C)CCS(=O)(=O)C2)c(C)c1S(=O)(=O)N(C)C (stereo not given),/,-42%,/,-9%,-26,/,6%
CC(C)CNC(=O)/C=C/c1cccs1,-1%,-5%,-1%,5%,18,3%,1%
O=C(Nc1sc2c(c1C(=O)NCCCO)CCCC2)c1ccccc1,?,69%[activator],1%,-6%,-29,-33%,-5%
COc1cc(/C=N/Nc2nc(C)cc(C)n2)cc(OC)c1OC,3%,-14%,-2%,47%[activator],-16,0%,3%

# Entries of single compounds, quoted from the list. Order of values: AmpC inh detg | AmpC no deterg | LmPK inh | AMA1-RON2 inh | HCMV antiviral | Sm TGR inh | Tb PYK inh
# OC1/C(=C/c2ccccc2F)N2CCC1CC2 (stereo not given) in the list: -7% | 7%[2.29 µM] | 1% | 3% | -35 | 5% | -3%
# COc1cc(/C=N/Nc2nc(C)cc(C)n2)cc(OC)c1OC in the list: 3% | -14% | -2% | 47%[activator] | -16 | 0% | 3%
# Oc1[nH]c2ccccc2c1N=Nc1ccc(C(F)(F)F)cn1 in the list: 5% | -12% | 7% | -4% | 32 | -24% | 1%
# C=CCNC(=O)NC(=O)COC(=O)/C(C#N)=C/c1cc(C)n(CC(C)C)c1C in the list: ? | -4% | 5% | -9% | -23 | 0% | 1%
# CN1CCN(C(c2cccs2)c2nnnn2Cc2ccc(F)cc2)CC1 (stereo not given) in the list: 1% | -7% | 4% | 2% | 3 | 5% | -12%

# Carrying on:
SMILES,AmpC inh detg,AmpC no deterg,LmPK inh,AMA1-RON2 inh,HCMV antiviral,Sm TGR inh,Tb PYK inh
CCc1ccccc1NC(=O)Cn1nc(C(F)(F)F)c2c1CCCC2,24%,/,/,/,-1,5%,3%
Cc1c(Cl)ccc2sc(NC(=O)C3CC3)nc12,-12%,-41%,-3%,7%,32,4%,2%
CC(NC(=O)Cc1ccccc1)c1nc2ccccc2[nH]1 (stereo not given),-12%,-12%,-3%,1%,19,1%,2%
CC[C@]12c3[nH]c4ccc(OC)cc4c3CCN1C(=O)C(CC(=O)NCCCn1ccnc1)C[C@@H]2C(=O)N1CCN(C(=O)C2CC2)CC1 (stereo not given in full),/,7%,/,-13%,-1,/,0%
CCc1nn(CC(=O)N2CCN(c3ccc(OC)cc3)CC2)c(=O)c2cc3occc3n12,-4%,-7%,-3%,2%,-30,-14%,-2%
COc1ccc(F)cc1CN1CCN(c2ncnc3scc(-c4ccccc4)c23)CC1,-1%,-5%,2%,?,-75*,4%,-5%
CCC(=O)Nc1cc2nn(-c3ccc(C)cc3)nc2cc1C,?,-17%,3%,1%,-66*!,-2%&-6%,5%&-6%
CCCCN(C)CCCNC(=O)c1cc(-c2ccc(Br)s2)nc2ccccc12,20%,/,/,/,-68*,-2%,-3%
O=C(CN1CCN(S(=O)(=O)c2ccc(F)cc2)CC1)N1CCOCC1,1%,-2%,0%,3%,20,-6%,4%
CC(=O)Nc1cccc(-c2ccnc3c2CC(C)(C(=O)Nc2cccc(C(C)=O)c2)O3)c1 (stereo not given),/,/,/,-4%,-16,/,-1%
COc1ccc(S(=O)(=O)N(CCc2ccccc2)CC(=O)N2CCOCC2)cc1,4%,50%,0%,-2%,13,-20%,0%
NC(Cc1cc(O)c(O)cc1O)C(=O)O (stereo not given),50µM*,7.1µM*,/,/,/,16µM*,/
Cc1[nH]c2ccccc2c1SCCNC(=O)c1ccccc1F,1%,/,/,/,-23,2%,-4%
O=C1c2[nH]nc(-c3ccccc3O)c2C(c2ccc(Cl)cc2)N1Cc1ccco1 (stereo not given),-1%,/,/,/,?,10%,3%
CCOC(=O)C1CCCN(c2ncnc3c2cnn3-c2ccc(Cl)cc2)C1 (stereo not given),6%,-17%,0%,15%,-18,-2%,-4%
COC(=O)c1cc(Cl)ccc1NC(=O)Cn1c(C)cc(C)c(C#N)c1=O,18%,/,/,/,-8,-1%,-6%
CN(C)c1ccc(-c2noc(C3CCN(S(=O)(=O)c4cccc(C(=O)O)c4)CC3)n2)cc1,4%,-3%,-2%,4%,3,-23%,-21%
Cc1ccc(S(=O)(=O)N2CCCCC2)cc1NC(=O)c1ccc(=O)[nH]c1,/,/,/,-3%,17,/,7%
CCN(CC(=O)Nc1cc(Cl)ccc1C)C(=O)COc1ccccc1F,?,-7%[11.4 µM],3%,-3%,-15,-10%,2%
CCOC(=O)c1c(N2C(=O)CC(Sc3ccccc3C(=O)O)C2=O)sc(C)c1C (stereo not given),-1%,-34%,-1%,-3%,?,4.5µM*,5%
CCS(=O)(=O)c1ncc(N(Cc2ccccc2)Cc2ccco2)c(C(=O)Nc2cccc(Cl)c2C)n1,0%,/,/,/,-30,0%,-3%
O=C(OCc1ccc([N+](=O)[O-])cc1)C1CCN(S(=O)(=O)c2ccccc2)CC1,-11%,-23%,-3%,34%[activator],-9,2%,1%
O=C(c1ccc(Cl)cc1)n1nc(-c2cccnc2)nc1NCc1ccc(F)cc1,12%,/,/,/,5,1%,3%
CCc1nc(C)cn1S(=O)(=O)c1cc(Br)ccc1OC,6%,110%[activator],6%,12%,120,-2%,3%
NC(=O)CC(NC(=O)Cc1ccc(Br)cc1)c1ccc(NC2CC3CCC2C3)c([N+](=O)[O-])c1 (stereo not given),-13%,48%,8%,-18%,-37,10%,3%
Oc1c(Br)cc(Br)cc1C=NCc1ccc(F)cc1,3%,-57%,?,13%,19,-30%,1%
COC(=O)c1cc(Oc2ccc(C(=O)OC)cc2N)cc(C(=O)OC)c1,?,38%,4%,-17%,-4,1%,-4%
CSc1ccc(S(=O)(=O)NCCCn2ccnc2)cc1,4%,-7%,-4%,-4%,-14,4%,-5%
COc1ccc(CN(C)C(=O)c2ccc(NS(=O)(=O)c3ccc(F)cc3)cc2)c(OC)c1,-8%,-34%,-1%,-3%,8,5%,3%
CCCCNc1cc(NC(C)=O)cc2cc(OC)c(OC)cc12,3%,4%,1%,-5%,29,?,6%
CCOC(=O)C(=CNc1ccc2c(c1)c1ccccc1n2CC)C(=O)OCC,-8%,60%,3%,48%[activator],6,11%,2%
COc1cccc(CN2CCN(C(=S)NCc3ccc(Cl)cc3)CC2)c1,-5%,48%,2%,0%,-27,/,-6%
CC1CCCCC1NC(=O)COC(=O)CCC(=O)c1cccs1 (stereo not given),6%,-10%,/,16%,-16,5%,7%
N#CC1=C(N)Oc2c(c(=O)sc3ccccc23)C1c1ccncc1 (stereo not given),-7%,-41%,20%,-9%,14,-19%,-4%
CCc1cc(CNC(=O)CC2C(=O)NCCN2CC2CCCCC2)on1 (stereo not given),-6%,17%,-5%,14%,-37,-29%[57.1 µM],-4%
